Assay outcomes as filed in PubChem BioAssay.
ATXN2 expr inh: Primary qHTS for Inhibitors of ATXN expression. HEK-293 ATXN2-luciferase reporter, luminescence, 24 h. Potency, µM (series often up to 57 µM), for inactives: at the highest dose activity change, negative = inhibition, most hits filed as inhibitors. 360,000 tested, 0.72% active; further: on the % scale 0 is the no-effect control and ±100 the full control effect; nearly all actives have a fitted effect of over 55% in size
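qHTS (up to 57 uM final) was run with 24 h compound exposure of reporter cells at 37 °C. Each well was multiplexed: SteadyGlo luminescence measured ATXN2-luciferase expression after a fluorogenic Gly-Phe-AFC viability readout (25 uM final).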
Nrf2 inh: Nrf2 qHTS screen for inhibitors | A549 ARE-Fluc reporter, luciferase luminescence, 18-24 h | Potency, µM (highest dose often 46 µM), for the others: top-dose activity change, negative = inhibition, actives largely listed as inhibitors | 360,000 tested, 2.1% active | AID 504444, 2011; further: on the % scale 0 is the no-effect control and ±100 the full control effect; nearly all actives have a fitted effect of over 60% in size
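Quantitative HTS in A549 cells stably bearing an antioxidant response element-firefly luciferase construct. Inhibition of Nrf2-driven transcription was scored by luminescence after 18-24 h of compound exposure at 37 °C.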
EPAC2 antagonist: qHTS for Antagonist of cAMP-regulated guanine nucleotide exchange factor 2 (EPAC2): primary screen | AID 720708, 2013 | Rap guanine nucleotide exchange factor 4 (Homo sapiens), Q8WZA2 | EPAC2 GEF exchange of Rap1B-BODIPY-GDP, fluorescence | Potency, µM (top dose mostly 114 µM), for the others: at the top dose activity, negative = inhibition, most hits filed as inhibitors | 360,000 tested, 0.18% active; further: on the % scale 0 is the no-effect control and ±100 the full control effect; nearly all actives have a fitted effect of over 45% in size; many of its hits are not listed in these tables
Target sequence (Q8WZA2 whole entry, looked up): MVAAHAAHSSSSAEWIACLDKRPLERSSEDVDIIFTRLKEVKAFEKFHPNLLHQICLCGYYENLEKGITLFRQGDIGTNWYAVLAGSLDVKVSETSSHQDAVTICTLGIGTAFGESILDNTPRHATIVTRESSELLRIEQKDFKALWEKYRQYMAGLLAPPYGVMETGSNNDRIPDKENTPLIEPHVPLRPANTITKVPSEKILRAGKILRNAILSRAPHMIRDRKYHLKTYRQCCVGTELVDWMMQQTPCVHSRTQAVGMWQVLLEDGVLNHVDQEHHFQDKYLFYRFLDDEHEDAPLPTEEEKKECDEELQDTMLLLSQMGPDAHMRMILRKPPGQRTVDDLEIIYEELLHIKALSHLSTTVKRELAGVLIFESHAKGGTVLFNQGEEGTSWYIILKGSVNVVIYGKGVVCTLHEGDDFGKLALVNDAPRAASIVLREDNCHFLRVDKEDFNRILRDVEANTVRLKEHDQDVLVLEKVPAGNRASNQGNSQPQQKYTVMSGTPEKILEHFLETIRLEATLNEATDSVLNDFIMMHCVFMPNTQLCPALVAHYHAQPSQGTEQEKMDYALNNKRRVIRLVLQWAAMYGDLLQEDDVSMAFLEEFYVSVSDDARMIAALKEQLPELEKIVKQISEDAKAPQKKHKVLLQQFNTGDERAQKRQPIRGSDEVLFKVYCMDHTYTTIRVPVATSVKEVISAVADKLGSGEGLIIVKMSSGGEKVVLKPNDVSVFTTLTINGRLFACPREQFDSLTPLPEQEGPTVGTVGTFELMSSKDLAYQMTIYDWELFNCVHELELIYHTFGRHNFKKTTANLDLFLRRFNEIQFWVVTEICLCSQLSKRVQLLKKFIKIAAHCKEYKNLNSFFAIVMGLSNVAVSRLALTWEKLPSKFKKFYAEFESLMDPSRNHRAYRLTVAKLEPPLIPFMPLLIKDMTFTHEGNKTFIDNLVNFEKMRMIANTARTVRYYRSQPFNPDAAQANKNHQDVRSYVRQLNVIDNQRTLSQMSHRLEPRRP
MCF10A rerep: A quantitative high throughput screen for small molecules that induce DNA re-replication in MCF 10a normal breast cells. MCF 10A DNA re-replication, Hoechst nuclear intensity, 48 h. Potency, µM (doses to about 46.1 µM), inactives show at the top dose activity, positive = re-replication, usual class: activators. 350,000 tested, 2.9% active; further: % of control where 0% means no effect; nearly all actives have a fitted effect of over 50% in size
HepG2 tox: qHTS for Inhibitors of TGF-b: Cytotox Counterscreen; HepG2 CAGA-GFP viability, ATP luminescence, 18 h; Potency, µM (titrated, usually from 46.1 µM), inactives show at the highest dose activity change, negative = cytotoxicity, actives largely listed as cytotoxic; 410,000 tested, 0.76% active; AID 588856, 2011; further: some results filed as inactive show a strong effect at the top dose
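HepG2 CAGA-GFP cells (1000/well, DMEM with 1% FBS) received compound, then TGF-beta at 500 pg/mL final, and were incubated 18 hours at 37 degrees C. Viability was read by CellTiter-Glo luminescence. Media-only wells were set as complete cell-killing and DMSO as no toxicity.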
TGFb SMAD3 inh: qHTS for Inhibitors of TGF-b; HepG2 CAGA-GFP TGF-b/SMAD3 reporter, GFP fluorescence, 18 h; TGF-beta stimulated, 500 pg/mL final; Potency, µM (titrated, usually from 46.1 µM), for the others: at the top dose activity, negative = inhibition, actives largely listed as inhibitors; 410,000 tested, 1.2% active; AID 588855, 2011; further: on the % scale 0 is the no-effect control and ±100 the full control effect; nearly all actives have a fitted effect of over 65% in size
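Inhibition of TGF-beta-driven CAGA-GFP reporter expression in HEPG2 cells is measured by cellular GFP fluorescence after 18 h stimulation with 500 pg/mL recombinant TGF-beta in 1% FBS medium at 37 degrees C.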
Nrf2 activator: qHTS of Nrf2 Activators; AREc32 ARE-luciferase reporter (MCF7-derived line), luminescence, 24 h; Potency, µM (titrated, usually from 46.1 µM), for the others: at the top dose activation, actives largely listed as activators; 410,000 tested, 0.31% active; further: % of control where 0% means no effect; nearly all actives have a fitted effect of over 65% in size
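Steps: seed AREc32_Fluc cells (1000/well, 5% FBS OPTI-MEM); incubate overnight at 37 deg C; add 23 nL compound; incubate 24 hr; add Steady-Glo; hold 30 min RT; read luminescence.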
S2 tox: Viability Counterscreen for Primary qHTS for Inhibitors of ATXN expression | S2 cells (HEK-293 line with an ATXN2-luciferase reporter) viability, CellTiter-Fluor protease fluorescence, 24 h | AID 651635, 2014 | Potency, µM (highest dose often 56.7 µM), usual class: cytotoxic | 400,000 tested, 0.49% active; further: nearly all actives have a fitted effect of over 40% in size
A549 viability: Nrf2 qHTS screen for inhibitors: counterscreen for cytotoxicity | A549 ARE-Fluc cells, CellTiter-Fluor viability, 18-24 h | Potency, µM (titrated, usually from 46 µM), without a hit: at the highest dose activity change, negative = cytotoxicity, usual class: inhibitors | 390,000 tested, 0.16% active | AID 504648, 2011; further: on the % scale 0 is the no-effect control and ±100 the full control effect
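A549 ARE-Fluc cells in 5% FBS OPTI-MEM, 5000 cells/well, rested 2 h then exposed to compounds in concentration-response for 18-24 h at 37 °C. Viability by CellTiter-Fluor fluorescence (Ex 405/Em 525) after 30 min; luciferase luminescence (BugLite, 15 min, RT) read afterwards.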
An asterisk follows results filed as active; i = inactive; ? = inconclusive; . = not tested or not shown; [ ] = dose if it differs, or a comment. The call rests on the fitted dose curve; in most records, active means well fitted curve in the direction sought with a large enough effect; inconclusive means small, poorly fitted or top-dose-only effect, or another doubt; inactive means no such curve, though single readings can be large; an effect the other way counts as inactive or inconclusive. Potency means the concentration at half of the fitted maximal effect. The list is partial; rates above refer to the full screens.

SMILES	ATXN2 expr inh	Nrf2 inh	EPAC2 antagonist	MCF10A rerep	HepG2 tox	TGFb SMAD3 inh	Nrf2 activator	S2 tox	A549 viability
CCOC(=O)C(C)Oc1cccc2c(=O)n(CC(=O)Nc3cccc(OC)c3)ccc12 (configuration not stated)	-17%	9%	23%	1%	-34%	?	-0.1%	?	2%
CC1Cn2c(nc(=O)c3c2NCN(CCc2ccccc2)C3)S1 (configuration not stated)	0%	2%	8%	6%	-15%	19%	-0.2%	?	1%
CCn1c2ccccc2c2cc(CC(N)=O)ccc21	.	7%	-6%	-5%	-9%	10%	0.1%	i	1%
Cc1ccc(C(=O)Nc2ccc(S(=O)(=O)Nc3ncccn3)cc2)cc1[N+](=O)[O-]	.	-12%	20%	1%	0%	-1%	-1.2%	.	-7%
NC1=NC(=O)/C(=C/c2cccs2)S1	24%	9%	6%	3%	-5%	?	6.1%	i	-2%
C#Cc1ccc(NC(=O)C2(C)CCN2C(=O)Cc2ccc(C(C)C)cc2)cc1 (configuration not stated)	?	.	-2%	.	-28%	-7%	0.0%	?	.
Cc1ccccc1N=CC1=C(O)c2ccccc2C1=O	?	7%	10%	28%	-12%	-12%	?	?	-3%
O=C(NCc1ccc2c(c1)OCO2)c1cc(-c2ccccn2)nc2ccccc12	-22%	-20%	13%	6%	-21%	-5%	2.5%	i	-3%
CCOC(=O)c1sc2nc3c(SCC(=O)O)cc(C(=O)c4cc(F)ccc4O)cn3c(=O)c2c1C	1%	-4%	?	3.3µM*	-21%	0%	5.3%	i	-16%
CCc1ccc(-c2cc(C)no2)cc1S(=O)(=O)N1CC(=O)Nc2ccccc21	-10%	?	-9%	15%	-26%	-24%	-0.4%	i	-3%
O=C(COc1ccccc1Cl)Nc1cccc(S(=O)(=O)NC2=NCCCCC2)c1	-6%	-27%	-4%	9%	0%	1%	3.2%	i	1%
Cc1ccc(OCCNC(=O)c2ccc(C)cc2)cc1	25%	?	6%	15%	2%	-4%	-0.3%	i	2%
COc1ccc(C(=O)COC(=O)c2nn(C)c(=O)c3ccccc23)c(OC)c1	-10%	6%	3%	2%	3%	11%	1.4%	?	-1%
CCOC(=O)C1CCCN(C2=NC(=O)/C(=C/c3ccc(OC)cc3OC)S2)C1 (configuration not stated)	1%	-10%	-14%	-2%	-29%	-15%	1.4%	i	-4%
CC(=O)C1=C(C)NC(=O)NC1c1cccc([N+](=O)[O-])c1O (configuration not stated)	-5%	-7%	-6%	-14%	4%	-15%	4.9%	i	-5%

A stretch from the list above, for reference:
SMILES	ATXN2 expr inh	Nrf2 inh	EPAC2 antagonist	MCF10A rerep	HepG2 tox	TGFb SMAD3 inh	Nrf2 activator	S2 tox	A549 viability
CCOC(=O)C(C)Oc1cccc2c(=O)n(CC(=O)Nc3cccc(OC)c3)ccc12 (configuration not stated)	-17%	9%	23%	1%	-34%	?	-0.1%	?	2%
CC1Cn2c(nc(=O)c3c2NCN(CCc2ccccc2)C3)S1 (configuration not stated)	0%	2%	8%	6%	-15%	19%	-0.2%	?	1%
CCn1c2ccccc2c2cc(CC(N)=O)ccc21	.	7%	-6%	-5%	-9%	10%	0.1%	i	1%
Cc1ccc(C(=O)Nc2ccc(S(=O)(=O)Nc3ncccn3)cc2)cc1[N+](=O)[O-]	.	-12%	20%	1%	0%	-1%	-1.2%	.	-7%

More results
SMILES	ATXN2 expr inh	Nrf2 inh	EPAC2 antagonist	MCF10A rerep	HepG2 tox	TGFb SMAD3 inh	Nrf2 activator	S2 tox	A549 viability
Cc1ccccc1C(=O)Nc1nnc(-c2cccnc2)o1	-8%	2%	3%	10%	6%	-19%	-0.2%	i	0%
CN(C)c1ccc(/C=N/NC(=O)C(=O)/C=C2\NC3(CCCC3)Cc3ccccc32)cc1	6%	?	13%	22%	15%	11%	2.7%	?	?
CCc1ccc(C(=O)NCc2cnn(C)c2)s1	7%	?	6%	-16%	-10%	9%	0.4%	i	1%
Cc1ccc(S(=O)(=O)N2CCOCC2)cc1C(=O)N1CCOCC1	-29%	5%	-1%	4%	7%	-1%	0.3%	i	-12%
CCC(C)(C)C1CCc2c(sc(NC(=O)C3c4ccccc4Oc4ccccc43)c2C(N)=O)C1 (configuration not stated)	13%	19%	.	.	-29%	-3%	-0.4%	i	3%
C/C(=N\NC(=O)c1cccnc1)c1nnn(-c2nonc2N)c1C	.	2%	9%	-31%[inhibitor]	1%	3%	0.5%	i	0%
O=C(NCc1ccccc1)NC1(C(=O)N2CCN3CCCC3C2)CCCCC1 (configuration not stated)	-7%	-8%	-4%	3%	1%	5%	-0.9%	i	-16%
COc1cccc(/C=N/NC(=S)NCCc2ccccc2)c1	-17%	-19%	0%	?	-11%	25µM*	0.6%	i	?
CC(/C=N/n1c(-c2cccnc2)n[nH]c1=S)=C\c1ccco1	-15%	3%	-1%	-2%	-3%	0%	?	i	1%
CCOc1cc(C(=O)Nc2ccc3c(c2)OCO3)ccc1OCCOc1ccccc1Cl	-25%	-10%	-2%	-1%	2%	-10%	0.0%	i	2%
CC(C)NC(=S)N=Nc1c(O)[nH]c2ccc(C(C)C)cc12	.	?	-11%[57.1 µM]	4%	-14%	?	-3.9%	3.5µM*	-2%
CCOc1ccccc1C(=O)NC1CC2CCCC(C1)N2Cc1ccc(C)cc1 (configuration not stated)	-2%	1%	0%	?	1%	-10%	0.3%	i	0%
CSc1nc(N)nc2c1ncn2CC(=O)NCc1ccccc1	5%	0%	2%	0%	-1%	-1%	0.2%	i	-1%
O=C(Nc1nnc(-c2ccc(Cl)cc2)o1)Nc1ccccc1F	13%	8%	3%	-5%	6%	-3%	-0.2%	i	-5%
O=C(Nc1cccnc1N1CCOCC1)c1cc2ccccc2oc1=O	32%[activator]	20%	-11%	0%	-16%	1%	5.2%	i	-5%
Cc1cc(=O)n(Cc2ccc(F)cc2Cl)c2c1c(C)nn2C	6%	?	.	.	-10%	4%	0.3%	?	5%
CN1C(=O)N(C)C2C1N(C)S(=O)(=O)N2C (configuration not stated)	5%	11%	-1%	-5%	-7%	?	-0.6%	i	0%
COc1cccc(-c2cc(C(=O)NCc3ccc(Cl)cc3)no2)c1	6%	?	7%	3%	-2%	-7%	0.2%	i	1%
COc1ccc(-c2cc(CCC(=O)N3CCN(c4cc(C)ccc4C)CC3)on2)cc1	?	?	-7%	?	-33%	?	-0.8%	i	-10%
COC(=O)C1C2CC(C(Br)C2Br)C1C(=O)O (configuration not stated)	-2%	5%	12%	-29%	11%	12%	0.4%	i	-3%
NC(=S)N/N=C/c1ccc(-c2cc(Cl)c(Cl)cc2Cl)o1	7%	13%	-14%	18%	-17%	-18%	3.1%	i	0%
N/C(CC(=O)NCCOc1ccccc1)=N\O	-9%	-22%	-1%	-7%	2%	11%	-0.1%	i	-5%
Cn1c(=O)[nH]c(=O)c2c1nc(Br)n2Cc1cccc(Br)c1	-15%	0%	-9%	?	1%	-11%	7.3%	i	-4%
CCN1CCN(c2ccc(S(=O)(=O)N3CCCCC3)cc2NC(=O)c2cccc(OC(F)F)c2)CC1	5%	-10%	-18%	7%	0%	7%	3.5%	i	-2%
CC(=O)Nc1nonc1-c1nnc(SCC(=O)Nc2c(C)cccc2C)n1-c1ccccc1	7%	-6%	.	.	-41%	-24%	-0.8%	i	0%
Cc1ccc(NC(=O)CN2C(=O)S/C(=C\c3ccc(OCC(=O)O)c(Br)c3)C2=O)cc1	7%	6%	7%	-2%	1%	-14%	-1.0%	i	-5%
CC1CCCCN1CCNC(=O)c1ccc2c(c1)N(Cc1cccc(Cl)c1)C(=O)c1ccccc1S2(=O)=O (configuration not stated)	.	.	0%	.	-26%	3%	-0.3%	?	.
CCCCNC(=O)c1ccc(/C=C2\Oc3ccccc3N(C)C2=O)cc1	10%	2%	4%	?	26%	4%	6.0%	.	0%
CC(OC(=O)CCCN=C1NS(=O)(=O)c2ccccc21)C(=O)c1ccccc1 (configuration not stated)	2%	-15%	-1%	7%	-20%	0%	0.1%	?	-13%
O=C(NNc1ccc(O)cc1)c1ccc(Br)cc1	.	?	-2%[57.1 µM]	?	-3%	5%	3.7%	i	?
CCc1ccc2nc(N(CCCN(C)C)C(=O)c3ccc4c(c3)OCCO4)sc2c1	?	7%	-2%	3%	11µM*	?	-0.7%	i	10%
Cc1nn(S(=O)(=O)c2ccc(C(C)(C)C)cc2)c(C)c1S(=O)(=O)N1CCOCC1	-2%	10%	-1%	2%	4%	3%	-0.3%	i	-1%
CC1CCCCN1CC(=O)Nc1ccc2c(c1)OCO2 (configuration not stated)	2%	2%	4%	6%	5%	3%	-0.9%	i	1%
CCOc1ccccc1C(=O)N/N=C/c1coc2ccc(Cl)cc2c1=O	9%	-26%	4%	15µM*	-20%	0%	3.0%	i	-21%
Cc1cc(=O)n2nc(N3CCCC(C(=O)Nc4ccc(C)c(C)c4)C3)sc2n1 (configuration not stated)	-28%	-21%	1%	-5%	-3%	-13%	3.0%	?	-2%
Cc1ccc(/C=N/NC(=O)c2cccs2)o1	11%	10%	3%	-22%	-5%	-13%	2.6%	i	10%
COc1ccc(CNC(=O)C2CCCN(S(=O)(=O)N(C)c3ccc(F)cc3)C2)cc1OC (configuration not stated)	.	23µM*	.	.	-27%	?	0.3%	.	-3%
CCOc1cc(/C=N/Nc2nc(N3CCCCC3)nc(N3CCCCC3)n2)ccc1OC(=O)c1ccco1	.	-23%	-11%[57.1 µM]	?	5%	1%	0.9%	?	-3%
COc1ccc(N(C(=O)c2ccco2)S(=O)(=O)c2cccs2)cc1	-6%	-5%	-5%	2%	4%	-17%	2.6%	i	-3%
CN(C(=O)CSC(=O)c1ccccc1)c1ccccc1	-11%	-6%	-4%	-8%	0%	4%	15%	i	8%
NCCNC(=O)c1ncsc1-c1cccc(F)c1	-1%	15%	-1%	-3%	-1%	16%	3.4%	i	3%
